# HSP90 refold inh: HSP90 inhibitors, primary screen, cell lysate, luminescence. Rabbit reticulocyte lysate, luciferase refolding luminescence, 3 h. Heat shock protein HSP 90 (rabbit reticulocyte lysate; luciferase refolding). AID 1789, 2009. 290,000 compounds, 0.91% hits. inhibition, % at 5.6 µM;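 active = inhibition above the screen-wide mean plus 3 SD, computed separately per campaign, cut at about 16% in these data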;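 also: 0% = DMSO wells and 100% = 60 µM geldanamycin wells; inhibitors lower the luminescence because luciferase stays unfolded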
# HSF1 activator: HSF-1 activators, primary screen, NIH3T3-HGL cells, MG132 stress, luminescence, single point; 300,000 compounds, 1.7% hits; activation, % at 9 µM; NIH3T3-HGL HSF-1 luciferase reporter, 8 h; 100% = twice DMSO control signal; AID 504408, 2011;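 active = mean replicate activation of at least 50% with a set share of replicates each reaching 50%; inconclusive = only one of those two conditions met; inactive = mean below 50% and too few replicates reaching it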;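 also: 0% = median of the neutral control wells and 100% = twice that signal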
# HIF activator: HIF pathway transcriptional activators, primary screen, cell-based, U2OS HRE-luciferase, luminescence; activation, % at 7.5 µM (by protocol); U2OS HRE-luciferase reporter; normalized: DMSO 0%, desferrioxamine 100%; 300,000 compounds, 0.32% hits;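 active = mean activation of at least 10% of the iron chelator positive control signal, with at least half of replicates also reaching 10%; inconclusive = mean and replicate majority disagree about reaching 10%; inactive = mean and most replicates under 10%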
# KLF5 inhibitor: KLF5 expression inhibitors, primary screen, DLD-1 cells, luminescence; DLD-1 KLF5 promoter-luciferase reporter; inhibition, % at 5 µM; 290,000 compounds, 0.23% hits; AID 1700, 2009;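 active = inhibition above a per-plate limit of that plate's mean compound inhibition plus 3 SD, cut at about 60% in these data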;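 also: 0% = DMSO wells and 100% = LY294002 at 200 µM; higher means less KLF5 promoter-driven luciferase light; inactives centre near -14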
# HDAC3 inhib: HDAC3 deacetylase inhibitors, primary screen, biochemical, fluorescence, cell-free homogeneous. Histone deacetylase 3 (Homo sapiens), O15379. recombinant HDAC3, fluorogenic peptide/trypsin coupled. inhibition, % at 8.3 µM. 320,000 compounds, 0.15% hits; in the data active = inhibition above about 26%, passing the limit was not always enough; inconclusive = no clear call, values can overlap the other calls
# Target sequence (O15379 whole entry, looked up): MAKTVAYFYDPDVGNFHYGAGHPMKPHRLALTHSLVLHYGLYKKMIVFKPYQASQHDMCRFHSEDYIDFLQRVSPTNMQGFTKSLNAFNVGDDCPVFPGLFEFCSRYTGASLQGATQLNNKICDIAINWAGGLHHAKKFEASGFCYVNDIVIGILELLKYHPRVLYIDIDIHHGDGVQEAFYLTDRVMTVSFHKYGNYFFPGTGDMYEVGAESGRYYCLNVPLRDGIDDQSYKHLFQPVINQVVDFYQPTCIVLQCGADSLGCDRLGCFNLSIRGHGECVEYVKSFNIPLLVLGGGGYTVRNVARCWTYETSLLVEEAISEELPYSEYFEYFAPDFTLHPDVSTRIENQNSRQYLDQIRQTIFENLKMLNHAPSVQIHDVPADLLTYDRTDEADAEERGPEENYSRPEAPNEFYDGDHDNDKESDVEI
# Platelet DG rel: inhibitors of platelet dense granule secretion, primary screen, cell-based, MLPCN, human platelets; human platelet-rich plasma, SFLLRN dense granule ATP release, luminescence; inhibition, %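 (compounds screened at 7.5 µM in platelet-rich plasma)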; 300,000 compounds, 0.22% hits;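 active = mean replicate score, as percent of positive control, at or above 50; inconclusive = mean below 50 but at least one replicate at or above 50; inactive = mean and every replicate below 50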
# HSF1 inh: HSF1 inhibitors in luciferase reporter cells, primary screen, cell-based, NIH3T3, luminescence. AID 2098, 2009. activity change, negative = inhibition, % at 7.5 µM (by protocol). 300,000 compounds, 0.77% hits. NIH3T3-HGL HSE-luciferase, MG132-induced, luminescence 8 h; active compounds read low;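 active = more than half of replicate wells show activity change below -50%, luminescence cut by over half; inconclusive = some wells, but at most half, below -50%; inactive = no replicate well below -50%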;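 also: luciferase reports HSF-1 transcriptional activity via heat shock element; 0% = median of DMSO wells and -100% = zero luminescence signal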
# IEC-6 tox: cytotoxicity in IEC-6 intestinal epithelial cells, primary screen, cytotoxicity control for KLF5 inhibitor project, cell-based, luminescence. IEC-6 cytotoxicity, luminescence viability. inhibition, % at 5 µM. 290,000 compounds, 0.78% hits. AID 1825, 2009; in the data active = inhibition above about 22%;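 also: 0% = plate median of test compound wells and 100% = cytotoxic reference compound wells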
# aSyn 5UTR inh: MLPCN primary screen, SNCA 5' untranslated region; 300,000 compounds, 0.82% hits; alpha-synuclein 5'UTR reporter, inhibitor activity; inhibition, % (tested at 7.5 µM); in the data active = inhibition above about 60%; inconclusive = no clear call, values can overlap the other calls;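 also: H4 neuroglioblastoma cells stably carrying SNCA 5'UTR luciferase fusion; 0% = DMSO wells and 100% = positive control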
# AI-2 QS mod: Vibrio harveyi AI-2 quorum sensing modulators, primary screen, JMH597 strain, luminescence/OD600 ratio; AID 2094, 2009; Vibrio harveyi JMH597 AI-2 luminescence/OD600 ratio, 9 h; active compounds read low; strain lacks LuxN and CqsS sensors; 0 = neutral-control median; activity change, % at 7.5 µM; 300,000 compounds, 0.4% hits; in the data active = activity change below about -75%, passing the limit was not always enough; inconclusive = no clear call, values can overlap the other calls;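 also: luminescence divided by OD600 gain over 9 h not by final OD600 alone; inactives centre near 13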
# An asterisk follows results filed as active; ? = inconclusive; nt = no result given.
nr	mol	HSP90 refold inh	HSF1 activator	HIF activator	KLF5 inhibitor	HDAC3 inhib
1	O=C(Nc1cccc([N+](=O)[O-])c1)Nc1cccs1	-1	6	2.3	-52	1
2	Oc1ccccc1-n1nc2ccc3nonc3c2n1	2	-1	0.3	-44	9
3	CSc1ccc(S(=O)(=O)NCc2ccccc2)cc1	1	-4	-0.6	-15	-3
4	COc1ccc(/C=C2\SC(=S)N(CC(=O)Nc3nnc(C)s3)C2=O)cc1	2	-9	0.3	-7	4
5	CN(C)c1nnnn1-c1ccccc1Oc1ncc(C(F)(F)F)cc1Cl	2	2	0.2	25	-3
6	O=C(OC1CCOC1=O)c1cc(-c2ccc(Cl)cc2)nc2ccccc12 (stereo not drawn)	9	-19	-0.1	1	-3
7	S=C(NCCc1ccccc1)NCc1cccc(Cl)c1	-2	26	0.6	-25	6
8	O=C(NCc1ccccc1)C(C(=O)c1ccc(F)cc1)n1ccccc1=O (stereo not drawn)	-2	7	0.4	0	-4
9	Cc1c(S(=O)(=O)NC(C)c2ccccc2)c(=O)n(C)c(=O)n1C (stereo not drawn)	10	-6	0.0	-13	-4
10	COc1ccc(S(=O)(=O)N2CCC(C(=O)NC3CC3)CC2)cc1Cl	-2	-7	-0.7	-6	2
11	CCOc1ccccc1OCCCOc1ccc([N+](=O)[O-])cc1Cl	-1	3	2.2	-27	2
12	O=C(NCCCN1CCOCC1)c1cccc(NC(=O)c2ccccc2)c1	0	-14	0.4	-29	-3

nr	Platelet DG rel	HSF1 inh	IEC-6 tox	aSyn 5UTR inh	AI-2 QS mod
1	4	1	10	-110	-8
2	0	1	-7	-27	7
3	5	-3	-3	21	32
4	0	0	2	-18	22
5	1	7	1	3	22
6	5	0	2	-17	17
7	-3	11	2	11	-14
8	-11	-2	2	-16	-6
9	2	-1	8	23	12
10	13	-1	8	16	1
11	-21	22	2	-26	14
12	-1	-1	-1	-2	24

# (next part)
nr	mol	HSP90 refold inh	HSF1 activator	HIF activator	KLF5 inhibitor	HDAC3 inhib
13	CCc1ccc(NC(=O)Cn2c(=O)c3cccn3c3ccccc32)cc1	3	18	-0.1	13	7
14	CCN(CC)CCNC(=O)Cc1c(C(=O)O)n(CC)c2ccccc12	4	-17	-0.3	1	-1
15	COc1ccc(OCC(=O)Nc2ccccc2C(=O)N2CCCC2)cc1	-2	12	-6.0	-3	4
16	Cc1c(NC(=O)CN2C(=O)C(=O)c3ccccc32)c(=O)n(-c2ccccc2)n1C	0	0	-9.5	2	3
17	Cc1cc(OC(=O)CNC(=O)OC(C)(C)C)c2c(C)cc(=O)oc2c1	2	14	-1.0	-6	3
18	CCc1nonc1NC(=O)c1oc2cc(C)c(Cl)cc2c1C	-1	11	1.1	-46	nt
19	CCn1c(CNC(=O)COc2ccc(C(C)C)cc2)nnc1SCC(=O)Nc1cc(F)ccc1C	1	18	-0.4	-8	5
20	CCn1c(C(C)NC(=O)c2cccc(C)c2)nc2ccccc21 (stereo not drawn)	-1	-7	-0.3	-13	nt
21	Cc1ccc(N=C2NC(=O)S/C2=C\c2ccco2)cc1	1	27	1.1	-28	4
22	Nc1c(Cl)cnc(C(Cl)(Cl)Cl)c1Cl	0	5	-0.5	-26	4
23	Cc1ccc(S(=O)(=O)NCC(=O)N2CCOCCOCCOCCOCC2)cc1	-3	-8	-0.3	-32	-1
24	CC1CC(C)CN(C(=O)CCC(=O)Nc2nnc(C(C)C)s2)C1 (stereo not drawn)	-2	-11	-0.2	-15	-2

nr	Platelet DG rel	HSF1 inh	IEC-6 tox	aSyn 5UTR inh	AI-2 QS mod
13	3	-1	6	-1	-21
14	1	-5	2	19	7
15	-4	0	-5	10	18
16	-4	-3	-1	1	24
17	-4	-1	4	-12	20
18	-3	-3	8	-51	9
19	4	2	0	18	16
20	17	1	-6	21	0
21	1	11	-3	-63	24
22	-2	-7	-2	-34	-21
23	3	-6	-1	3	20
24	16	-1	-8	25	31

# A different layout for 2 compounds above.
no.	smiles	HSP90 refold inh	HSF1 activator	HIF activator	KLF5 inhibitor	HDAC3 inhib	Platelet DG rel	HSF1 inh	IEC-6 tox	aSyn 5UTR inh	AI-2 QS mod
19	CCn1c(CNC(=O)COc2ccc(C(C)C)cc2)nnc1SCC(=O)Nc1cc(F)ccc1C	1	18	-0.4	-8	5	4	2	0	18	16
20	CCn1c(C(C)NC(=O)c2cccc(C)c2)nc2ccccc21 (stereo not drawn)	-1	-7	-0.3	-13	nt	17	1	-6	21	0

# Continued.
nr	mol	HSP90 refold inh	HSF1 activator	HIF activator	KLF5 inhibitor	HDAC3 inhib
25	Nc1c2c(nc3ccn(-c4ccccc4)c(=O)c13)CCCCC2	1	30	1.0	-17	-5
26	COc1cc(SC)ccc1C(=O)Nc1ncc(C)s1	80*	-46	-6.8	5	2
27	O=C1/C(=C/c2ccco2)Oc2c1ccc(O)c2CN1CCCCC1	4	-1	-0.1	-8	13
28	Cc1cccc(/C=N/NC(=O)c2ccc(F)cc2)n1	-5	14	1.7	-76	1
29	CC(=O)c1cccc(NC(=O)/C(=C\c2ccco2)NC(=O)c2ccco2)c1	-2	-6	-0.4	5	?
30	CS(=O)(=O)Nc1ccc2c(c1)nc1n2CCOC1	0	-2	-0.9	-22	7
31	CCCCn1c(-c2cccs2)nc2oc3ccccc3c(=O)c2c1=O	0	2	-0.6	-20	-5
32	O=C(CCS(=O)(=O)c1cccc2nonc12)NCCc1ccccc1Cl	4	25	-0.4	-3	2
33	CCCCn1c(N)c(N(CC(C)C)C(=O)CSCc2c(C)noc2C)c(=O)[nH]c1=O	nt	-6	0.1	nt	nt
34	CC(C)N(CC(=O)Nc1ccc(Cl)cc1C(F)(F)F)C(=O)CCl	-1	35	-0.3	-25	8
35	CS(=O)(=O)N1CCc2cc(S(=O)(=O)Nc3ccc4c(c3)OCCO4)ccc21	3	4	-0.4	-34	1
36	COCc1nnc(NC(=O)c2cccc(NC(=O)C(C)C)c2)s1	2	0	0.3	-26	-5

nr	Platelet DG rel	HSF1 inh	IEC-6 tox	aSyn 5UTR inh	AI-2 QS mod
25	1	13	1	-52	3
26	18	-38	7	98*	20
27	11	6	4	-4	30
28	9	10	1	-29	20
29	-3	-4	0	-7	4
30	7	-7	2	3	4
31	1	3	-3	11	21
32	-7	1	-2	8	22
33	19	-5	nt	13	5
34	-3	13	2	-19	16
35	-8	2	4	16	1
36	1	6	3	-73	2

# Further compounds follow.
nr	mol	HSP90 refold inh	HSF1 activator	HIF activator	KLF5 inhibitor	HDAC3 inhib
37	O=C(CCN=C1NS(=O)(=O)c2ccccc21)N1CCc2ccccc2C1	4	37	0.0	-3	1
38	COc1ccc(/C=N/NC(=O)C(=O)NCc2cccnc2)cc1OC	-3	5	-0.1	-21	5
39	CC(=O)Nc1ccc(S(=O)(=O)Nc2ccc(S(=O)(=O)Nc3nccs3)cc2)cc1	4	-3	23*	-21	-9
40	C/C(=N\NC(=O)CSc1nc(C)cc(C)n1)c1ccc2c(c1)OCCO2	-3	3	0.0	-14	-3
41	COc1ccc2nc(C)cc(C(=O)O)c2c1	-2	-3	-0.9	-12	-18
42	CCOc1nc(NCCO)nc(Nc2cc(Cl)ccc2OC)n1	-1	10	-0.3	-51	-1
43	O=C1NC[C@H](Cc2ccccc2)N(CC2CCCCC2)C1=O	nt	-8	0.1	nt	0
44	CCOc1ccccc1NC(=O)Cc1cccs1	-3	-2	-0.2	4	2
45	CCOC(=O)N1CCN(C(=O)CNC(=O)c2nn(-c3ccc(OC)cc3)c(=O)c3ccccc23)CC1	-4	4	1.0	-30	1
46	Cc1ccc(S(=O)(=O)NN2C(=O)c3ccccc3NC2C)cc1 (stereo not drawn)	0	7	-0.2	-17	-9
47	O=C(Cc1ccc(NC2=NC3CS(=O)(=O)CC3S2)cc1)N1CCN(c2ccc(F)cc2)CC1 (stereo not drawn)	-3	-5	0.4	4	-2
48	CNC(=O)CSc1nc(-c2ccccc2)c(-c2ccccc2)[nH]1	-1	15	-0.3	-5	-13

nr	Platelet DG rel	HSF1 inh	IEC-6 tox	aSyn 5UTR inh	AI-2 QS mod
37	-15	8	8	-5	1
38	-4	11	2	13	9
39	1	-1	-4	4	23
40	3	0	0	-57	28
41	2	4	-2	6	28
42	-1	-11	-2	5	14
43	-6	2	nt	18	4
44	-2	3	-1	19	7
45	-1	6	1	-16	30
46	-4	6	1	3	23
47	0	-2	0	-13	32
48	-3	6	-4	9	7

# Just AI-2 QS mod (six entries from above):
No. | Structure | AI-2 QS mod
26 | COc1cc(SC)ccc1C(=O)Nc1ncc(C)s1 | 20
27 | O=C1/C(=C/c2ccco2)Oc2c1ccc(O)c2CN1CCCCC1 | 30
28 | Cc1cccc(/C=N/NC(=O)c2ccc(F)cc2)n1 | 20
29 | CC(=O)c1cccc(NC(=O)/C(=C\c2ccco2)NC(=O)c2ccco2)c1 | 4
30 | CS(=O)(=O)Nc1ccc2c(c1)nc1n2CCOC1 | 4
31 | CCCCn1c(-c2cccs2)nc2oc3ccccc3c(=O)c2c1=O | 21

# The results go on.
nr	mol	HSP90 refold inh	HSF1 activator	HIF activator	KLF5 inhibitor	HDAC3 inhib
49	Cc1ccnc(SCC(=O)c2ccc(Br)s2)n1	-4	15	0.4	-8	-4
50	COc1ccc(-n2c3nc4ccccc4nc3c3c(=N)oc(C)nc32)cc1	-7	-6	0.4	-10	-4
51	CC1(C)OC(=O)C(=CNCCc2ccc(O)cc2)C(=O)O1	-1	-11	-1.3	-9	-9
52	NNC(=O)c1cccc(O)c1	-1	22	0.3	-39	-5
53	Cc1ccc(NC(=O)c2c(C)nc(Nc3nc4ccccc4o3)nc2C)cc1	2	3	1.7	-11	1
54	COC(=O)c1nn(C23CC4CC(CC(C4)C2)C3)c2c1C(=O)N(c1ccc(F)cc1)C2=O	-1	0	0.6	-7	0
55	CC(=O)c1c(C)[nH]c(C(=O)CN2C(=O)NC(C)(c3ccc4c(c3)OCCO4)C2=O)c1C (stereo not drawn)	nt	-17	0.0	nt	nt
56	O=C(NCC1CCCC(CNC(=O)N2CCc3ccccc32)C1)N1CCc2ccccc21 (stereo not drawn)	4	-3	1.3	-46	8
57	Cc1onc(-c2c(Cl)cccc2Cl)c1C(=O)NCc1cccs1	0	3	-0.3	6	2

nr	Platelet DG rel	HSF1 inh	IEC-6 tox	aSyn 5UTR inh	AI-2 QS mod
49	7	7	-1	-39	8
50	9	4	-7	-1	17
51	20	-8	9	17	7
52	-11	14	2	-40	17
53	10	0	-2	19	12
54	7	-5	-4	6	24
55	5	-3	nt	17	24
56	2	1	1	-4	1
57	21	-4	-4	4	-3
